# Tb PGK inh – T. brucei PGK inhibition | PGK/GAPDH coupled, Kinase-Glo luminescence, 60 min | Potency, µM (top dose mostly 57.5 µM), without a hit: at the highest dose activity change, negative = inhibition, hits mostly inhibitors | actives 0.043% (n = 380,000) | AID 602233; also: potency is read from the fitted curve at half-maximal effect; % is scaled to controls: 0 for no effect and ±100 for the full control effect; nearly all actives have a fitted effect of over 60% in size
#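 Recombinant glycosomal PGK reaction used 1,3-bisphosphoglycerate generated in-well by GAPDH (100nM final) in 100mM TEA pH 7.6, 5mM MgCl2, 0.01% Tween-20. After 60 minutes at room temperature, ATP was read by Kinase-Glo Plus luminescence end-point.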
# RXFP1 antagonist – blocks the human relaxin receptor RXFP1; HEK293-RXFP1, relaxin-stimulated cAMP HTRF, 30 min; hits give low values; activity change, negative = inhibition, % at 57.5 µM; actives 0.59% (n = 350,000); AID 1259400;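 active = activity change of -60% or lower, but not beyond a set lower limit; inconclusive = change between -60% and -40%, or beyond the set limit; inactive = change above -40%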; also: % is scaled to controls: 0 for no effect and ±100 for the full control effect
# POLH inh – DNA polymerase eta (human) inhibition; Potency, µM (highest dose often 114 µM), without a hit: at the highest dose activity change, negative = inhibition, actives largely listed as inhibitors; actives 1.2% (n = 390,000); recombinant Pol eta, fluorescent DNA replication assay; Q9Y253; also: potency is read from the fitted curve at half-maximal effect; % is scaled to controls: 0 for no effect and ±100 for the full control effect
# Target sequence (Q9Y253 whole entry, looked up): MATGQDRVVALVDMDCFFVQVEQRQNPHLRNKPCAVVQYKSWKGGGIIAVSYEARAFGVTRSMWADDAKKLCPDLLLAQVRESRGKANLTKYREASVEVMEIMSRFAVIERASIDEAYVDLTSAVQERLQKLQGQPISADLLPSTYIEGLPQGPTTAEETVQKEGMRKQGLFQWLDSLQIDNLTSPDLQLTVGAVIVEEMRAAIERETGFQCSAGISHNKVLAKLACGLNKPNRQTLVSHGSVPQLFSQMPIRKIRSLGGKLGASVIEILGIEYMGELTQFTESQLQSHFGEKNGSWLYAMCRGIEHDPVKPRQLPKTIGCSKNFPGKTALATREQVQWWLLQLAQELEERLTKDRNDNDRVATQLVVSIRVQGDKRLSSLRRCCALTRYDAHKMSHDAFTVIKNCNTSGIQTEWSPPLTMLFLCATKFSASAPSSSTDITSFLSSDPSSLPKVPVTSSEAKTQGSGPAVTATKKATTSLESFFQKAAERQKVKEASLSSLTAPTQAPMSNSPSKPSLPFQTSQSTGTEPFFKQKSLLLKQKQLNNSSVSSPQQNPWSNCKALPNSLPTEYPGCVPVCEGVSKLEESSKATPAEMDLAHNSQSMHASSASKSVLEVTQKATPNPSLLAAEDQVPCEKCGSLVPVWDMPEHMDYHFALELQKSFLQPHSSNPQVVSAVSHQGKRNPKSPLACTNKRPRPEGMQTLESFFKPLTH
#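 Fluorescent replication assay: 50 nM final substrate added after a 15 min room-temperature compound preincubation with 10 nM enzyme. Signal taken at 0 min and again at 10 min.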
# Pol kappa inh – DNA polymerase kappa (human) inhibition. Q9UBT6. purified Pol kappa, fluorescent DNA synthesis assay, 10 min. Potency, µM (highest dose often 107 µM), inactives show at the top dose activity, negative = inhibition, hits mostly inhibitors. actives 0.53% (n = 400,000); also: potency is read from the fitted curve at half-maximal effect; % is scaled to controls: 0 for no effect and ±100 for the full control effect
#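 Inhibition of 10 nM Pol kappa is measured by a fluorescent read-out at 0 and 10 min following addition of 50 nM substrate (final), with a 15-min room-temperature compound preincubation.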
# Anesthetic bind – binds horse apoferritin like a general anesthetic; P02791; apoferritin/1-aminoanthracene competitive binding, fluorescence; Potency, µM (series often up to 77.5 µM), for inactives: at the top dose activity change, negative = displacement, hits mostly inhibitors; actives 0.074% (n = 350,000); AID 485281; also: potency is read from the fitted curve at half-maximal effect; % is scaled to controls: 0 for no effect and ±100 for the full control effect; nearly all actives have a fitted effect of over 20% in size
#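 Apoferritin-based anesthetic binding model; compound displacement of fluorescent 1-AMA measured as endpoint fluorescence after 10 minutes at room temperature, scaled to free-ligand and complex controls.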
# Pol beta inh – blocks human DNA polymerase beta activity; P06746; Pol beta primer extension/strand displacement, fluorescence kinetic; Potency, µM (top dose mostly 114 µM), without a hit: at the top dose activity change, negative = inhibition, actives largely listed as inhibitors; actives 1.3% (n = 340,000); AID 485314; also: potency is read from the fitted curve at half-maximal effect; % is scaled to controls: 0 for no effect and ±100 for the full control effect
#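 Pol beta (10 nM) and compounds were preincubated 15 min at room temperature, then 50 nM substrate (final) started primer extension/strand displacement. Reads were taken at 0 and 10 min; concentration-response data were fitted to a four-parameter Hill equation.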
# Pol iota inh – DNA polymerase iota (human) inhibition; Q9UNA4; Pol iota fluorescent replication assay, 10 min; Potency, µM (doses to about 115 µM), without a hit: top-dose activity, negative = inhibition, hits mostly inhibitors; actives 1% (n = 390,000); also: potency is read from the fitted curve at half-maximal effect
#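 Fluorescent replication assay read twice, at 0 min and 10 min after adding 50 nM (final) substrate. Enzyme (10 nM) and compounds were first incubated 15 min at room temperature; enzyme-free buffer wells were negative controls.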
# APEX1 inh – blocks human APE1 abasic DNA cleavage; recombinant APE1, TAMRA/BHQ-2 abasic DNA cleavage fluorescence; P27695; Potency, µM (titrated, usually from 65.8 µM), for the others: top-dose activity change, negative = inhibition, usual class: inhibitors; actives 0.35% (n = 350,000);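 also: potency is read from the fitted curve at half-maximal effect; plate controls were vehicle for no effect and reference inhibitor for full effect; nearly all actives have a fitted effect of over 55% in size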
# Target sequence (P27695 whole entry, looked up): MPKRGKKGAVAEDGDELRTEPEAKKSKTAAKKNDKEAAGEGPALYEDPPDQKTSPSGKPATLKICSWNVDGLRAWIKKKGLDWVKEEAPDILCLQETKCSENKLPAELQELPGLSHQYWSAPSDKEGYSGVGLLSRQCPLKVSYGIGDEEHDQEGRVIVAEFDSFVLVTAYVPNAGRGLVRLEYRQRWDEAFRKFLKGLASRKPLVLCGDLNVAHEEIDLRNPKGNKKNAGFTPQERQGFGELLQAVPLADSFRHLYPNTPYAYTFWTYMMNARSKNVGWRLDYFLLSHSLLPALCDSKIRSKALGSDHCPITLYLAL
#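 Readout is kinetic fluorescence (ex 525, em 598 nm) from cleavage of 50 nM TAMRA/BHQ-2 THF abasic duplex by 0.75 nM APE1, compound added 15 min beforehand at RT.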
# BLM helicase inh – Bloom syndrome helicase (human) inhibition; P54132; recombinant BLM DNA unwinding, fluorescence dequenching; Potency, µM (highest dose often 56.1 µM), for the others: top-dose activity change, negative = inhibition, most hits filed as inhibitors; actives 0.2% (n = 350,000);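 also: potency is read from the fitted curve at half-maximal effect; plate controls were vehicle for no effect and no enzyme for full effect; nearly all actives have a fitted effect of over 35% in size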
# * hit, by the source's call; i = inactive; ? = inconclusive; / = not tested or not shown; [ ] = another dose, or the depositor's remark. Unless noted, calls follow the shape of the dose curve; as a rule, active = well fitted curve in the direction sought with a large enough effect; inconclusive = small, poorly fitted or top-dose-only effect, or another doubt; inactive = no such curve, though single readings can be large; an effect the other way counts as inactive or inconclusive. The list is partial, so the mix of outcomes need not match the whole.
1: CCc1ccc(OCC(=O)N2CC(C(=O)OC)Oc3ccccc32)cc1 (stereo not given)
2: O=C(NCCN1CCN(c2ccccc2)CC1)c1cccc(Br)c1
3: CCn1ncc(C2C(C(=O)Nc3ccc(C)cn3)=C(C)NC3=C2C(=O)CCC3)c1C (stereo not given)
4: Cc1ccc(S(=O)(=O)N(CCC#N)CCN2CCCC2)cc1
5: O=S1(=O)CC(O)C(NCc2cccnc2)C1 (stereo not given)
6: C=CCN1C(=O)c2ccc(C(=O)NCC(=O)Nc3c(C)cc(C)cc3C)cc2C1=O
7: COCCCNC(=O)c1c[nH]c2ccc(S(=O)(=O)N3CCC4(CC3)OCCO4)cc2c1=O
8: CSc1ncnc2c1ccn2CC(=O)Nc1ccc(C)c(C)c1

assay / entry | 1 | 2 | 3 | 4 | 5 | 6 | 7 | 8
Tb PGK inh | / | -4% | -3% | -6% | -10% | -5% | 0% | -9%
RXFP1 antagonist | 10 | -3 | 8 | 5 | 4 | -5 | -15 | /
POLH inh | -8% | -12% | -7% | -15% | -2% | -4% | -19% | -23%
Pol kappa inh | -19% | -14% | -17% | 3% | -10%[60.1 µM] | 8% | 5% | -3%
Anesthetic bind | 1% | ? | 79%[activator] | -12% | -11% | / | -4% | /
Pol beta inh | 47% | 21% | 3% | 28% | -13% | / | 8% | /
Pol iota inh | ? | 23% | 186%[activator] | 6% | -22% | -22% | 75%[activator] | 17%
APEX1 inh | -3% | -4% | 8% | -1% | 2% | 42% | 11% | 5%
BLM helicase inh | -7% | -3% | -2% | 1% | 0% | / | 5% | /

9: O=C(NNC(=O)C1CCN(Cc2ccc(F)cc2Cl)CC1)Nc1ccc([N+](=O)[O-])cc1
10: O=C(NCC1CCCCC1)C1CCN(C(=O)NC2CCCCC2)CC1
11: CCSC1=N/C(=C\c2ccc(C)s2)C(=O)S1
12: N=c1n(CCN2CCCCC2)c2ccccc2n1CC(O)c1ccco1 (stereo not given)
13: N#CCC(=O)Nc1ccc(C(=O)OCC(=O)Nc2cccc(C(F)(F)F)c2)cc1
14: O=C(Nc1ccccc1Cc1ccccc1)c1ccncc1
15: CC1Cc2ccccc2N1C(=O)CSc1nnc(C2CC2)n1C (stereo not given)
16: Cc1ccc(S(=O)(=O)N2CCN(c3ccc([N+](=O)[O-])c(Sc4nncn4C)c3)CC2)cc1

assay / entry | 9 | 10 | 11 | 12 | 13 | 14 | 15 | 16
Tb PGK inh | -6% | i | -4% | i | -1% | -7% | -6% | -2%
RXFP1 antagonist | -5 | -9 | -8 | -7 | -9 | 3 | -4 | 4
POLH inh | -14% | -11% | -19% | -20% | -21% | 8% | -12% | -2%
Pol kappa inh | 11% | -20% | -5% | -2% | -5% | 5% | 1% | -8%
Anesthetic bind | -6% | 1% | -12% | 3% | ? | -11% | -6% | -23%
Pol beta inh | -1% | 4% | -1% | ? | 15% | 40% | 9% | 22%
Pol iota inh | 3% | 8% | 28% | -12%[58.9 µM] | 36%[activator] | 4% | 21% | 14%
APEX1 inh | -1% | 7% | -3% | 0% | 0% | 22% | 3% | 2%
BLM helicase inh | -2% | 0% | -1% | 2% | -5% | -9% | -3% | 4%

17: CC(C)Oc1cccc(C(=O)Nc2ccc3oc(-c4cccc(Cl)c4)nc3c2)c1
18: COc1ccc(OC)c(S(=O)(=O)NC(C)(C)C)c1
19: Cn1cnnc1SCc1ccc(C(=O)n2ncc(C#N)c2N)cc1
20: O=C(c1ccc(N2CCCC2=O)cc1)N1CCN(c2ccccc2Cl)CC1
21: CC1CCC(NC(=O)C2CCN(S(=O)(=O)c3ccc4nc5c(c(C(=O)O)c4c3)CC(C)CC5)CC2)CC1 (stereo not given)
22: Cc1oc(-c2ccc(C(=O)NCc3ccccc3F)cc2)nc1COc1ccccc1
23: CCOc1ccc(S(=O)(=O)Nc2ccc3c(c2)N(C(C)=O)CCC3)cc1
24: CCCCN(C)C(=O)c1cc2cc3ccc(OC)cc3nc2o1

assay / entry | 17 | 18 | 19 | 20 | 21 | 22 | 23 | 24
Tb PGK inh | i | i | -5% | -5% | -7% | 5% | 1% | -10%
RXFP1 antagonist | -16 | -10 | 1 | -10 | -2 | 3 | ? | -19
POLH inh | -21% | -10% | -11% | 7% | -20% | -14% | -6% | -6%
Pol kappa inh | -11% | -2% | -18% | 8% | -6% | 4% | -12%[60.1 µM] | -7%
Anesthetic bind | -7% | -4% | -1% | / | -9% | -13% | -8% | -9%
Pol beta inh | -26% | -21% | 6% | / | -11% | 17% | -1% | 12%
Pol iota inh | 15% | -3% | 13% | 3% | -10% | ? | 32%[activator] | 20%
APEX1 inh | / | 3% | -1% | -7% | 3% | / | / | -13%
BLM helicase inh | -5% | -1% | 0% | / | -5% | -6% | 0% | -2%

25: O=C(Nc1nccs1)c1ccc2ccccc2n1
26: CC1Oc2ccccc2N(CC(=O)N2CCc3ccccc32)C1=O (stereo not given)
27: Cc1ccccc1-c1cccc([C@@H]2C[C@H]3[C@H](CON3C)CN2S(=O)(=O)c2ccccc2C)c1
28: COc1cccc(N=c2oc3c(C)ncc(CO)c3cc2C(=O)Nc2ccccc2OC)c1
29: O=C(COC(=O)CCC(=O)c1cccs1)Nc1ccc(F)c(F)c1F
30: O=C(CN1CCOCC1)Nc1c(-c2ccccc2)c2cc(Br)ccc2[nH]c1=O
31: COc1ccccc1NC(=O)CSc1nc2[nH]ncc2c(=O)[nH]1
32: O=C(COC(=O)CCc1ccccc1)Nc1cc([N+](=O)[O-])ccc1F

assay / entry | 25 | 26 | 27 | 28 | 29 | 30 | 31 | 32
Tb PGK inh | -9% | i | -5% | / | -8% | 25% | i | -8%
RXFP1 antagonist | -17 | 8 | / | / | 7 | 4 | 7 | -13
POLH inh | -4% | -11% | -21% | / | -11% | -21% | -12% | -11%
Pol kappa inh | -12% | -17% | -2% | / | 1% | 0% | -2% | -4%
Anesthetic bind | 8% | -21% | / | -14% | / | -6% | / | -20%
Pol beta inh | -9% | 12% | / | 0% | / | ? | / | -1%
Pol iota inh | 62%[activator] | 5% | 7% | / | 11% | 24% | 15% | 35%[activator]
APEX1 inh | 0% | 9% | / | -4% | 4% | -3% | 21% | -8%
BLM helicase inh | -5% | -5% | / | 4% | / | 3% | / | -3%

33: O=C(O)c1cc(C(=O)C2CCCCC2)c[nH]1
34: COc1ccc(C(=O)n2nc(C)cc2C)cc1Br
35: COc1cc(C2N(C)C(=O)c3ccccc3N2C)ccc1O (stereo not given)
36: COC(=O)C1CCN(C(=O)c2ccc3oc(Cc4ccc(Cl)cc4)nc3c2)CC1
37: Cc1ccc(S(=O)(=O)NNC(=O)CCCCC(=O)NNS(=O)(=O)c2ccc(C)cc2)cc1
38: COc1ccc(C(=O)N/C(=C\c2cn(S(=O)(=O)N(C)C)c3ccccc23)C(=O)NCCN2CCOCC2)cc1OC
39: O=C(CNC(=O)c1ccc2c(c1)OCO2)N/N=C/c1cccc([N+](=O)[O-])c1
40: O=C(CSc1nnc(-c2ccccc2F)n1C1CC1)Nc1cccnc1Cl

assay / entry | 33 | 34 | 35 | 36 | 37 | 38 | 39 | 40
Tb PGK inh | -7% | -3% | 4% | -9% | 1% | -8% | 7% | -6%
RXFP1 antagonist | -6 | -3 | -7 | 2 | 1 | -6 | 0 | -6
POLH inh | -3% | -5% | -26% | -6% | 5% | -14% | -5% | -10%
Pol kappa inh | -20% | -3% | 4% | -20% | 1% | -4% | -7% | -7%
Anesthetic bind | 7% | ? | 317%[activator] | -13% | -2% | -13% | ? | -7%
Pol beta inh | 5% | 26% | -1% | 17% | -1% | 12% | -22% | 47%
Pol iota inh | 16% | -8% | 62%[activator] | -23% | -10% | 36%[activator] | 11% | 4%
APEX1 inh | -6% | 2% | 62%[activator] | 17% | -1% | 15% | -5% | -6%
BLM helicase inh | 1% | -2% | -7% | -2% | -1% | 4% | -4% | -15%

41: CCCC1=Nc2cc(C(=O)NCCCN3CCOCC3)ccc2Sc2ccccc21
42: CCOC(=O)CNC(=O)C12CC3CC(C1)CC(c1ccc(C)cc1)(C3)C2
43: O=C(/C=C/c1ccccc1)Nc1ccc(Cl)cn1
44: N#CCSc1nnc(-c2ccc(F)cc2)n1N
45: Cc1cccc(N2CCN(S(=O)(=O)c3c(C(=O)N4CCCCC4)c(C)n(C)c3C)CC2)c1C
46: N=c1ccn(Cc2ccc(Cl)c(Cl)c2)cc1
47: CCOC(=O)C(NC(C)=O)C(=O)Nc1c(C)cccc1C (stereo not given)
48: O=C1C=C(c2ccccc2)C(c2ccccc2)C1 (stereo not given)
49: CCNC(=O)N1C(=O)C2(OCCO2)c2cc(Br)ccc21
50: Cc1cc(N2CCOCC2)ccc1/C=C1\NC(=O)N(CC(=O)Nc2ccc(F)cc2)C1=O

assay / entry | 41 | 42 | 43 | 44 | 45 | 46 | 47 | 48 | 49 | 50
Tb PGK inh | -8% | i | 2% | -2% | 9% | -7% | -4% | -7% | i | 0%
RXFP1 antagonist | -35 | -12 | -18 | 2 | -28 | 1 | -13 | -4 | 1 | -8
POLH inh | -16% | ? | -18% | -10% | -3% | -18% | -20% | -5% | -13% | 7%
Pol kappa inh | 12% | -3% | 2% | -4% | -12% | -7% | -1% | 0% | 3% | -9%[60.1 µM]
Anesthetic bind | -14% | ? | -10% | -3% | -18% | -7% | -2% | / | -7% | ?
Pol beta inh | -9% | -2% | 22% | 30% | 2% | 11% | 14% | / | 24% | 32%
Pol iota inh | 17% | 155%[activator] | 72%[activator] | -13% | 10% | -7% | 33%[activator] | 35%[activator] | 0% | ?
APEX1 inh | 15% | 9% | 14% | 1% | -2% | 7% | -3% | / | 2% | 0%
BLM helicase inh | -1% | -4% | -6% | -2% | 1% | -1% | -7% | / | 0% | -8%

# Compound activity: PubChem, National Center for Advancing Translational Sciences (NCATS)
